High-throughput results deposited in PubChem BioAssay by National Center for Advancing Translational Sciences (NCATS).
AMA1-RON2 inh = inhibitors of Plasmodium falciparum AMA1-RON2 interaction; AlphaScreen AMA1-biotinylated RON2 peptide binding; actives 0.2% (n = 360,000); Potency, µM (series often up to 58.2 µM), without a hit: at the highest dose activity change, negative = inhibition, usual class: inhibitors;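 further: potency means the concentration at half of the fitted maximal effect; 0% = vehicle wells and -100% = peptide control; nearly all actives have a fitted effect of over 45% in size; some results filed as inactive show a strong effect at the top dose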
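AMA1 (3D7) with his tag at 25 nM final met compounds first, then biotinylated RON2 peptide at 25 nM; detection used donor plus acceptor beads, 10 µg/mL apiece, read by AlphaScreen after 30 min at room temperature.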
AmpC detergent = blocks E. coli AmpC beta-lactamase in detergent assay. P00811. AmpC hydrolysis of nitrocefin, absorbance 480 nm, 0.01% Triton. Potency, µM (titrated, usually from 114 µM), for the others: at the highest dose activity change, negative = inhibition, usual class: inhibitors. actives 0.041% (n = 370,000);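 further: potency means the concentration at half of the fitted maximal effect; 0% = no-compound wells and -100% = no-enzyme wells; nearly all actives have a fitted effect of over 25% in size; some results filed as inactive show a strong effect at the top dose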
Target sequence (P00811 whole entry, looked up): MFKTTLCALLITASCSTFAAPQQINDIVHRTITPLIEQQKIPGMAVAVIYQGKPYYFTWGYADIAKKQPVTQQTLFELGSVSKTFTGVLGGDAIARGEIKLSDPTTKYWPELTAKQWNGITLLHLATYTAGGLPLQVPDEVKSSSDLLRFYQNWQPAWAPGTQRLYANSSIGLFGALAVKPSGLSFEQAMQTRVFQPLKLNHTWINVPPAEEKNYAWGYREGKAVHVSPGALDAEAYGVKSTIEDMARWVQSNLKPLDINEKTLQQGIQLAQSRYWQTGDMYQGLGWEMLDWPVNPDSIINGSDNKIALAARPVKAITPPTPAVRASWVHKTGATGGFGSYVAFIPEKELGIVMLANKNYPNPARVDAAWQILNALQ
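AmpC (5.3 nM in the dispensed reagent) in 20 mM phosphate pH 7.0 with 0.01% (detergent screen) or 0.0001% Triton X-100 was preincubated with compounds for 15 min at room temperature. Nitrocefin was then added from an 800 uM solution, and hydrolysis was followed at 480 nm.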
Sm TGR block = inhibitors of Schistosoma mansoni thioredoxin glutathione reductase; Q962Y6; purified TGR, DTNB reduction, TNB absorbance 405 nm; Potency, µM (series often up to 114 µM), for the others: top-dose activity change, negative = inhibition, usual class: inhibitors; actives 3% (n = 360,000); AID 485364; further: potency means the concentration at half of the fitted maximal effect; nearly all actives have a fitted effect of over 60% in size
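Kinetic colorimetric format: TGR-catalysed, NADPH-driven DTNB reduction monitored via TNB absorbance. Enzyme dispensed at 20 nM; compound exposure 15 min at room temperature before reaction start.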
LmPK inhibitor = LmPK (Leishmania mexicana) enzyme inhibition. Q27686. Potency, µM (series often up to 57.5 µM), for the others: top-dose activity change, negative = inhibition, actives largely listed as inhibitors. actives 0.37% (n = 290,000). purified LmPK, Kinase-Glo ATP luminescence, 1 h. AID 1721; further: potency means the concentration at half of the fitted maximal effect
Target sequence (Q27686 whole entry, looked up): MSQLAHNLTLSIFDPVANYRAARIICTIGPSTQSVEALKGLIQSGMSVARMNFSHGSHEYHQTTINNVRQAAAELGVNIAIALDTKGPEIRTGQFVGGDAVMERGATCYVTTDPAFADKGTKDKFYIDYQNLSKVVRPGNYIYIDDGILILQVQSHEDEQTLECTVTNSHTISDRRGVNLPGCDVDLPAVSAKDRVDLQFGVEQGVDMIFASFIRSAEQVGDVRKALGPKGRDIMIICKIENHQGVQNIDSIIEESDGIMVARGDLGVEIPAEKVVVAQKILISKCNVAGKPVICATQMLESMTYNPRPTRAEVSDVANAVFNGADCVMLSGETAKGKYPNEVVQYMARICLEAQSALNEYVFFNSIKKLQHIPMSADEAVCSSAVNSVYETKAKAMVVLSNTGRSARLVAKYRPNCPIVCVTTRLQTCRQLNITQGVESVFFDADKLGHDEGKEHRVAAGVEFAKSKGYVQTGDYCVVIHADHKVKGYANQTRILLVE
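Pyruvate kinase activity monitored as ATP production (luciferase luminescence). Conditions: 0.1 nM enzyme, 0.5 mM PEP, 0.1 mM ADP, 1 h, RT; normalized against uninhibited and no-enzyme wells.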
AmpC no deterg = AmpC beta-lactamase inhibition without detergent. P00811. AmpC nitrocefin hydrolysis, absorbance 480 nm, 0.0001% Triton. Potency, µM (top dose mostly 57.1 µM), without a hit: at the highest dose activity change, negative = inhibition, actives largely listed as inhibitors. actives 0.52% (n = 330,000). AID 485341;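 further: potency means the concentration at half of the fitted maximal effect; plate controls were no compound for no effect and no enzyme for full effect; nearly all actives have a fitted effect of over 20% in size; some results filed as inactive show a strong effect at the top dose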
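AmpC (5.3 nM in the dispensed reagent) in 20 mM phosphate pH 7.0 with 0.01% (detergent screen) or 0.0001% Triton X-100 was preincubated with compounds for 15 min at room temperature. Nitrocefin was then added from an 800 uM solution, and hydrolysis was followed at 480 nm.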
Tb PYK inh = T. brucei pyruvate kinase inhibition; Q57TT1; TbPYK enzyme, Kinase-Glo Plus ATP luminescence, 45 min; Potency, µM (highest dose often 76.8 µM), for inactives: at the highest dose activity, negative = inhibition, hits mostly inhibitors; actives 0.12% (n = 410,000); AID 624173; further: potency means the concentration at half of the fitted maximal effect; nearly all actives have a fitted effect of over 50% in size
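Screened from lowest to highest concentration, compounds were pinned into TbPYK/substrate mixtures, and ADP (130 uM final) was added. Plates sat at room temperature for 45 min prior to Kinase-Glo Plus detection by luminescence.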
HCMV antiviral = inhibitors of human cytomegalovirus; actives 4.5% (n = 410,000); activity change, negative = inhibition, % at 57.5 µM; HFF cells, HCMV-luciferase reporter, 72 h; active compounds read low; in the data active means activity change below about -60%; inconclusive means no clear call, values can overlap the other calls; inactive means above about -39%
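Human foreskin fibroblasts infected with luciferase-reporter HCMV at MOI 1 PFU/cell, compounds at two doses. Luciferase measured 72 h post infection; normalized to buffer-only basal and Salinomycin (10uM) controls.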
The depositor's hits bear a star; ? = inconclusive; . = not tested or not shown; [ ] = remark or other dose. Unless noted, the call rests on the fitted dose curve; in most records, active means well fitted curve in the direction sought with a large enough effect; inconclusive means small, poorly fitted or top-dose-only effect, or another doubt; inactive means no such curve, though single readings can be large; an effect the other way counts as inactive or inconclusive. Unless noted, on the % scale 0 is the no-effect control and ±100 the full control effect.

SMILES	AMA1-RON2 inh	AmpC detergent	Sm TGR block	LmPK inhibitor	AmpC no deterg	Tb PYK inh	HCMV antiviral
Cc1cc2ncn(C(=O)c3cc(-c4ccccc4)nc4ccccc34)c2cc1C	24%	-2%	1%	-1%	-3%	-5%	25
NS(=O)(=O)c1ccc(NC(=O)COC(=O)Cc2c[nH]c3ccccc23)cc1	-10%	.	.	.	-26%	3%	53
O=c1c2c3c(sc2n2cnnc2n1CCc1ccccc1)CCCC3	-3%	4%	-4%	10%	-7%	-5%	47
COC(=O)c1ccc(NC(=O)CSc2nnc(COc3ccccc3)n2C)cc1	-5%	-1%	4%	2%	-4%	-4%	6
COc1cccc(NC(=O)c2oc3ccccc3c2NC(=O)C2CC2)c1	-5%	1%	-2%	-4%	-11%	1%	-17
CCN(Cc1ccccc1)Cc1c(F)cccc1F	?	-4%	-2%	-10%	-4%	5%	31
O=C(Nc1ccc(F)c([N+](=O)[O-])c1)N1C[C@H]2C[C@@H](C1)c1cccc(=O)n1C2	-8%	-3%	5%	-9%	-46%	2%	-2
CCc1cccc2c1NC(=O)C2(O)CC(=O)c1cccs1 (stereo unspecified)	-8%	0%	.	0%	-9%	4%	-23
CSc1ccccc1NC(=O)c1ccc(Br)o1	-21%	1%	0%	-18%	-17%	-1%	?
C=CCN1C(=O)N/C(=C/c2ccccc2OCC(=O)Nc2ccc(F)cc2)C1=O	-3%	?	0%	1%	?	3%	-30
CCC(=O)Nc1c2c(nn1-c1ccc(C)cc1C)CSC2	7%	0%	?	3%	-4%	-21%	17
O=c1ccc(-c2ccc(S(=O)(=O)Nc3ccccc3)o2)n[nH]1	9%	-10%	?	-6%	-23%	-11%	-24
CC(=O)Nc1ccc(NC(=O)c2ccccc2CCc2ccccc2)cc1	6%	0%	.	-3%	-16%	-2%	?
NC(COCc1ccccc1)c1csc(Nc2ccc(C(=O)NCCO)cc2)n1 (stereo unspecified)	77%[activator]	.	.	.	.	-6%	-6
O=C(CS(=O)(=O)c1c[nH]c2ccccc12)N1CCCCC1	-9%	-2%	-1%	-7%	-7%	-2%	105
COc1ccc2oc(C(=O)NCCc3ccccc3)c(C)c2c1	-12%	-15%	-1%	.	-36%	-4%	-19
CCC(C(=O)OCC(=O)NC(=O)NC(C)(C)C)c1ccccc1 (stereo unspecified)	16%	-9%	3%	1%	-16%	-17%	4
CNC(=O)c1ccc(Nc2nnc(-c3ccc(C)c(S(=O)(=O)NC(C)(C)C)c3)c3ccccc23)cc1	.	-5%	-1%	.	.	-2%	11
Cc1ccc(-n2c(C)cc(C)c(C#N)c2=O)cc1	-7%	-4%	-1%	0%	191%[activator]	3%	-19
COc1ccc(/C=C/C(=O)NCCN=C2NS(=O)(=O)c3ccccc32)cc1	0%	3%	9%	-2%	-19%	-1%	8
O=C(C1=C[C@@H](C2CCCCC2)C[C@@H](OCCCCO)O1)N1CCN(Cc2ccc3c(c2)OCO3)CC1	-15%	9%	-1%	4%	196%[activator]	0%	-18
CCn1cc(C(=O)NCCc2ccc(Cl)cc2)c(=O)c2cc(S(=O)(=O)N(C)C)ccc21	19%	-2%	-2%	-3%	-6%	-8%	37
CCOC(=O)C1(C)CCCCCN1C(=O)c1ccc(Cl)nc1 (stereo unspecified)	4%	.	.	.	.	-4%	3
CCCCn1cc(S(=O)(=O)c2ccc(C)c(C)c2)c(=O)c2cc(F)c(N(CC)CC)cc21	.	12%	0%	.	.	3%	-5
COc1ccc(-c2ccc(Nc3ccc(C(=O)N4CCOCC4)cc3)nn2)cc1OC	5%	1%	-12%	-3%	-42%	0%	-9
SMILES	AMA1-RON2 inh	AmpC detergent	Sm TGR block	LmPK inhibitor	AmpC no deterg	Tb PYK inh	HCMV antiviral
O=C1C2C3C=CC(C4CC34)C2C(=O)N1/N=C/c1c[nH]c2ccccc12 (stereo unspecified)	-9%	-2%	1%	2%	3%	-4%	46
COc1ccc(OC)c(S(=O)(=O)N2c3ccccc3CC2C)c1 (stereo unspecified)	3%	-3%	-2%	3%	-17%	-1%	28
O=S(=O)(c1ccc(Br)cc1)c1nc(-c2ccco2)oc1NCC1CCCO1 (stereo unspecified)	-11%	-12%	20µM*	5%	0%	4%	5
CCCOc1ccc(/C(O)=C2/C(=O)C(=O)N(CCN(C)C)C2c2ccco2)cc1 (stereo unspecified)	10%	2%	45µM*	-2%	-29%	4%	-1
COc1ccc(C2CC(=O)CC(=O)C2n2cncn2)cc1 (stereo unspecified)	2%	-5%	1%	-1%	-19%	11%	-5
Cc1ccc(Sc2ncccc2C(=O)NC2CCCCCC2)cc1C	-1%	2%	6%	1%	-5%	-2%	73
O=C(Nc1ccc2[nH]c(=O)[nH]c2c1)c1cccc([N+](=O)[O-])c1	-2%	-16%	1%	-1%	-22%	8%	9
Cc1ccc2nsnc2c1S(=O)(=O)N1CCOCC1	-5%	-14%	3%	5%	12%	-2%	19
CC(C)OC(=O)NS(=O)(=O)c1cccc([N+](=O)[O-])c1	1%	-2%	2%	9%[11.5 µM]	-8%	1%	-15
Cc1ccc2nc(COc3cccc(NC(=O)COc4ccc(F)cc4)c3)cc(=O)n2c1	.	-8%	60%[activator]	.	.	-1%	23
CC(C)CCNC(=O)C(c1ccncc1)N(C(=O)Cn1nnc(-c2ccc(F)cc2)n1)c1ccccc1F (stereo unspecified)	-16%	-9%	3%	8%	3%[11.4 µM]	3%	-28
CCS(=O)(=O)c1nc(S(=O)(=O)c2ccc(C)cc2)c(N2CCC(O)CC2)s1	-4%	-5%	-30%	1%	13%	4%	0
CSc1cccc(CNC(=O)C2CCC(=O)N(CCc3ccccn3)C2)c1 (stereo unspecified)	15%	1%	-15%	-1%	-22%	4%	21
COc1ccccc1CNC(=O)C1CSC2(C)CCC(=O)N12 (stereo unspecified)	28%	?	2%	.	-13%	5%	-37
O=C(CSc1nccc(=O)[nH]1)NN(c1ccccc1)c1ccccc1	-4%	3%	0%	0%	-24%	4%	?
COc1ccc(Sc2ccc(NC(=O)c3cccc(Cl)c3)cc2C#N)cc1	-4%	.	.	.	.	-2%	-23
COc1cccc(-c2cc(C(F)(F)F)n3ncc(C(=O)N4CCc5ccccc5C4)c3n2)c1	-2%	-3%	.	2%	14%	5%	7
CCOC(=O)c1c(-c2ccc(Cl)cc2)c(C#N)c(=O)n(N)c1N	12%	2%	-4%	3%	?	-3%	-21
CC1CCN(C(=O)CN(Cc2ccc(Cl)cc2)S(C)(=O)=O)CC1	-2%	2%	1%	3%	107%[activator]	-5%	-18
Cc1cc(C)c(S(=O)(=O)c2ccccc2)c(N2CCOCC2)n1	0%	?	1%	-6%	0%	-1%	-18
CCn1c(C(=O)N2CCC(C(=O)NCc3cccs3)CC2)cc2sccc21	-6%	-12%	0%	9%	64%[activator]	-8%	2
Cc1ccc(NC(=O)C(=O)NCc2ccco2)cc1	.	-5%	-1%	.	.	-4%	61
CCCCNC(=O)CCn1c(=O)c2ccccc2n(Cc2ccccc2C#N)c1=O	.	12%	5%	.	.	-3%	3
CCOC(=O)c1ccccc1NC(=S)N1CCC(C)CC1	1%	-12%	3%	-1%	-13%	-5%	4
Nc1nnc(-c2cccc(F)c2)s1	7%	2%	-23%	-4%	-5%	3%	-30
SMILES	AMA1-RON2 inh	AmpC detergent	Sm TGR block	LmPK inhibitor	AmpC no deterg	Tb PYK inh	HCMV antiviral
N#Cc1ccc(OC(=O)c2cc(-c3ccc4c(c3)OCCO4)on2)cc1	.	9%	1%	.	.	-2%	29
CN(Cc1cccnc1)C(=O)CNC(=O)COc1ccccc1	20%	-3%	-10%	3%	-2%	-4%	-7
CC(NC(=O)C1CC1)C(c1cccs1)N1CCOCC1 (stereo unspecified)	-3%	-3%	-6%	2%	-26%	-1%	-3
CCOC(=O)c1c(C)nc(C)c(C(=O)OCC)c1-c1ccc(O)c(OC)c1	-10%	0%	10%	9%	-1%	?	?
CCCC1=C([O-])C2N=CC=CC2=[N+](c2ccccn2)C1=O (stereo unspecified)	28%	-12%	-5%	-2%	-11%	1%	23
Cc1ccsc1C(=O)OCC(=O)Nc1cccc(S(=O)(=O)N2CCOCC2)c1	-3%	-7%	-3%	1%	-19%	-1%	68
CC(C)N(C(=O)CN1C(=O)NC(c2ccccc2)(c2ccccc2)C1=O)C(C)C	-3%	?	-4%	-2%	19%	-5%	-19
CCOc1ccc(NC(=O)CC2C(=O)N(c3cccc(C)c3)C(=O)N2Cc2cccs2)cc1 (stereo unspecified)	.	6%	4%	.	.	4%	10
Cc1ccc(-c2nc3nc(C)cc(Nc4ccccc4O)n3n2)cc1	.	?	-19%	.	.	2%	?
CC1CN(S(=O)(=O)c2ccc(C(=O)Nc3nccs3)cc2)CC(C)O1 (stereo unspecified)	72%[activator]	2%	-1%	-1%	12%	-2%	?
CCC(=O)NC(=S)Nc1ccccc1C(F)(F)F	-2%	.	.	.	.	-1%	31
CCOC(=O)c1noc2ncnc(Nc3cc(Cl)c(OC)cc3OC)c12	.	-2%	0%	.	.	-9%	0
CC(OC(=O)C1=COCCO1)C(=O)NC1CCCCC1C (stereo unspecified)	-3%	-5%	-8%	.	-7%	0%	-7
O=S1(=O)N[C@@H](Cc2ccccc2)COc2cccc(N3CCC[C@@H]3CO)c21	21%	.	.	.	.	-2%	-9
COc1ccc(NC(=O)c2ccco2)cc1NC(=O)COc1cccc(C)c1C	.	15%	?	.	.	0%	-18
